H9c2 TAG inh: inhibitors of triacylglycerol accumulation. inhibition, % at 12.5 µM. H9c2 cells, Nile Red lipid (TAG) fluorescence; cells loaded with 200 µM oleic acid. actives 0.66% (n = 230,000);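 active means pattern-corrected inhibition of lipid staining of at least 50% with the nuclear-stain viability signal not falling by more than 50%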;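 further: 0% = DMSO wells and 100% = triacsin C control wells; some results filed as inactive read as strong as hits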
H9c2 TAG inh DAPI viability: also measured in H9c2 TAG inh; calls as there; DAPI nuclei signal change (viability), lower = more cytotoxic, %;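 whole-well DAPI fluorescence read on a plate reader as a viability signal; minus 50 percent equals half of cells still viable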
* marks the source's active call; other numbers are inactive results. This is a subset; rates above refer to the full screens.

Values run as follows: H9c2 TAG inh, H9c2 TAG inh DAPI viability
Cc1ccc(-n2c3c(cc(C(=O)NCc4ccco4)c2=O)C(=O)CC(C)(C)C3)cc1
  1, 5
CCOC(=O)N1CCN(C(=O)C2COc3ccccc3O2)CC1 (stereo unspecified)
  -4, 6
CC1(C)CC2CC(C)(CN2C(=O)COc2cccc3ccccc23)C1 (stereo unspecified)
  -13, -1
C=CCC1NS(=O)(=O)OCC1NC(=O)OCC(Cl)(Cl)Cl (stereo unspecified)
  -14, 3
CCCCNC(=O)C1(C)CCCCN1Cc1ccc(OCc2ccccc2)cc1 (stereo unspecified)
  -14, 7
O=S1(=O)CCN(Cc2ccncc2)CC1
  4, 4
COc1cc(-c2nnc(SCc3c(F)cccc3Cl)o2)cc(OC)c1OC
  -12, 4
C=CCNC(=S)Nc1ccc(C(N)=O)cc1
  10, 5
Cn1cc(CC(=O)N2CCN(c3ccc(Cl)cc3)CC2)c2ccccc21
  -3, 0
CC(CCc1ccccc1)NC(=O)COC(=O)c1cccn1C (stereo unspecified)
  9, -11
Cc1c(C)c(C)c2[nH]c(=S)[nH]c2c1C
  -15, 9
CN1/C(=C\C=O)C(C)(C)c2ccccc21
  -16, -2
Cc1cccc(C)c1NC(=O)CN(C)C(=O)CC1Sc2ccccc2NC1=O (stereo unspecified)
  14, -3
COc1ccc(C(=O)NCCCOc2cccc(NC(C)=O)c2)cc1
  -7, -7
CC1CCN(C(=O)CSc2nnc(Cc3cc(=O)[nH]c(=O)[nH]3)n2-c2ccc(Cl)cc2)CC1
  1, -8
Nc1ccc(C(=O)NCc2ccccc2)cc1
  1, 10
COc1cccc(SCc2noc(C(=O)NC(C)C)c2C(=O)NC(C)C)c1
  6, -4
O=S(=O)(Nc1ccc(O)c2ncccc12)c1ccccc1F
  8, -20
COC(=O)N(C)c1nc2ccccc2s1
  6, -1
CC1CCN(S(=O)(=O)N2CCC(C(=O)NCCC3=CCCCC3)CC2)CC1
  -14, -7
NC(=O)c1ccccc1OCC(=O)N1CCCC1c1ccc2c(c1)OCCCO2 (stereo unspecified)
  -31, -1
O=C(Nc1ccc(S(=O)(=O)N2CCCC2)cc1)c1ccccc1
  -8, -2
Cc1ccc(C)c(N2CCN(C(=O)c3cc4ccccc4oc3=O)CC2)c1
  -6, -3
COc1ccc(OC)c(-n2c(SCC(=O)N3CCc4ccccc43)nc3c(c2=O)SCC3)c1
  1, -15
C#CCN(C[C@@H]1[C@@H](OC(=O)Nc2c(C)noc2C)[C@@H](OC(=O)Nc2c(C)noc2C)Cn2c(=O)n(CCCCCC)c(=O)n21)S(=O)(=O)c1ccc(C)cc1
  21, -19
COc1ccc(/C=C/C(=O)OCC(=O)c2ccc3c(c2)NC(=O)CO3)c(OC)c1
  5, -1
O=C(NCc1cccc(Cl)c1)C1Cc2c(-c3ccccc3)ccnc2O1 (stereo unspecified)
  109, -80
CNC(=O)CSc1nnnn1CCCOC
  -5, 2
CSc1ccccc1OCc1cc(C(=O)N(C)Cc2ccncn2)no1
  17, 0
O=c1cc(CS(=O)(=O)c2ccccc2)nc(-c2ccncc2)[nH]1
  4, 1
CC1CCCCC1NC(=O)CSc1nnc(-c2ccco2)n1C (stereo unspecified)
  10, -1
COCCNC(=O)Cn1cc(/C=N/NC(=O)c2ccc(Oc3ccc(O)cc3)cc2)c2ccccc21
  14, -2
C[C@H](CO)N1C[C@H](C)[C@@H](CN(C)Cc2ccncc2)Oc2c(NC(=O)CCCCCC(=O)Nc3ccccc3N)cccc2C1=O
  -23, 13
O=C(NC(=S)NC1CCSC1=O)c1cccs1 (stereo unspecified)
  1, 8
Cc1nc(C#N)c(N/N=C/c2c(F)cccc2Cl)o1
  -3, -3
CCCCCC(=O)N1C[C@@H](n2cc(COC(=O)c3ccccc3)nn2)[C@H](O)C[C@@H]1c1ccc(C)cc1
  4, -9
COc1ccc(CN2CC(COCc3ccccc3)Oc3ccccc3S2(=O)=O)cc1 (stereo unspecified)
  -30, 0
O=C(NCc1ccncc1)C(=O)NCC1OCCN1S(=O)(=O)c1ccc(Br)cc1 (stereo unspecified)
  -11, 4
O=[N+]([O-])c1ccc(S(=O)(=O)CC(CN2CCCCC2)N2CCCCC2)cc1 (stereo unspecified)
  98, -89
O=C(CCc1c[nH]c2ccccc12)OCC(=O)c1ccccc1
  14, 0

The final 3 records of the section before lead into the next.
Values run as follows: H9c2 TAG inh, H9c2 TAG inh DAPI viability
O=C(NCc1ccncc1)C(=O)NCC1OCCN1S(=O)(=O)c1ccc(Br)cc1 (stereo unspecified)
  -11, 4
O=[N+]([O-])c1ccc(S(=O)(=O)CC(CN2CCCCC2)N2CCCCC2)cc1 (stereo unspecified)
  98, -89
O=C(CCc1c[nH]c2ccccc12)OCC(=O)c1ccccc1
  14, 0
O=C(Nc1ccc(Cl)cc1Cl)N1CCN(c2ncccn2)CC1
  -20, -6
COc1cccc(S(=O)(=O)NCc2ccc(C(=O)Nc3cccc(Cl)c3)cc2)c1
  42, -4
COC(=O)c1sc(-c2ccccc2)cc1NC(=O)c1cc(OC)cc(OC)c1
  12, 6
COc1cc(CNCCc2c[nH]c3ccccc23)cc(Cl)c1OCC(N)=O
  4, 8
CCCc1nnc(NC(=O)CC(=O)Nc2ccccc2C(=O)O)s1
  -8, 3
Cn1c(SCC(=O)NC(=O)Cc2ccccc2)nnc1-c1ccc(F)cc1
  -1, 8
COc1ccc(/C=C(\C#N)C(=O)Nc2cc(C)c(Cl)cc2OC)cc1O
  -3, 8
CCOC(=O)/C(C#N)=C/C=C1/C=CC=CN1C
  -6, 1
COc1ccccc1NC(=O)/C(C#N)=C/c1ccc(OCCN2CCOCC2)c(OC)c1
  -1, 0
COc1ccc(Cn2c(C(C)C)nc3sc4ccccc4c(=O)c3c2=O)cc1
  -34, -2

A draw from above in order of SMILES length, smallest number first:
Values run as follows: H9c2 TAG inh, H9c2 TAG inh DAPI viability
CCOC(=O)/C(C#N)=C/C=C1/C=CC=CN1C
  -6, 1
O=C(Nc1ccc(Cl)cc1Cl)N1CCN(c2ncccn2)CC1
  -20, -6
CCCc1nnc(NC(=O)CC(=O)Nc2ccccc2C(=O)O)s1
  -8, 3
COc1cc(CNCCc2c[nH]c3ccccc23)cc(Cl)c1OCC(N)=O
  4, 8

(further entries)
Values run as follows: H9c2 TAG inh, H9c2 TAG inh DAPI viability
CC1(C)CC2CC(C)(CN2S(=O)(=O)c2ccc(C(=O)Nc3ccc(S(=O)(=O)N4CCOCC4)cc3)cc2)C1 (stereo unspecified)
  -12, 0
CN1OC[C@@H]2CN(S(=O)(=O)c3cccc(C(F)(F)F)c3)[C@H](c3ccc(-c4cccnc4)cc3)C[C@@H]21
  -2, -6
CC(Sc1n[nH]c(N)n1)C(=O)NC1CCCCC1C (stereo unspecified)
  -15, -1
COc1cccc(NC(=O)c2ncc(Cl)c(Cl)c2Cl)c1
  -1, 2
COc1ccc(-c2ccc(C(C)=O)cc2)cc1[C@H]1[C@H]2C=CC[C@@H](C)[C@@H]2C(=O)N1Cc1ccccc1
  -7, -6
CN(C)S(=O)(=O)c1ccc(N2CCCC2)c(C(=O)NNC(=O)COc2ccccc2Cl)c1
  5, -2
COc1cccc(CN2CC(C(=O)NCCCn3ccnc3C)CCC2=O)c1 (stereo unspecified)
  -12, 0
O=C(NCc1ccccn1)c1ccc(=O)oc1
  16, -6
Cc1[nH]nc(N=CC2=C(O)CC(c3ccco3)CC2=O)c1-c1ccccc1 (stereo unspecified)
  14, -5
O=C(c1ccccc1Cl)N(Cc1ccc(Br)cc1)N1C(=O)CCC1=O
  15, -15

Compound profiles (already shown). Screens in order: H9c2 TAG inh	H9c2 TAG inh DAPI viability
Entry for COc1cccc(NC(=O)c2ncc(Cl)c(Cl)c2Cl)c1 → -1	2
Entry for O=C(c1ccccc1Cl)N(Cc1ccc(Br)cc1)N1C(=O)CCC1=O → 15	-15

Following part
Values run as follows: H9c2 TAG inh, H9c2 TAG inh DAPI viability
COC(=O)c1ccc(C23CC4(C2)[C@H](CN(C)[C@@H]4c2ccccc2)C3c2ccccc2)cc1 (stereo partly specified)
  -19, 18
CCc1cccc(CC)c1-n1c(SCn2nnc3ccccc3c2=O)nnc1-c1cccnc1
  12, -2
CCN(CC)C(=O)c1csc([C@@H]2O[C@H](CO)[C@H](O)[C@H](O)[C@H]2O)n1
  7, -2
C(#Cc1c(-c2ccsc2)sc2ccccc12)c1ccsc1
  7, 21
Cc1ccc(C)c(S(=O)(=O)N/N=C/c2ccc(F)cc2)c1
  -20, -3
CC(C)(CNC(=O)C1CCN(S(=O)(=O)c2cc([N+](=O)[O-])ccc2Cl)CC1)N1CCOCC1
  18, -1
COc1ccc(OC)c(C2C=C(c3ccc(C)c(C)c3)Nc3nnnn32)c1 (stereo unspecified)
  -49, 18
CCN1CCN(C(=O)c2ccc3c(=O)n(C4CCCC4)c(=S)[nH]c3c2)CC1
  -7, 10
COc1ccc(COC(=O)C2CCN(S(=O)(=O)c3ccc(F)cc3)CC2)cc1
  -18, 5
COc1ccc(NC(=O)c2cc(C3CCCCN3C(=O)c3cc(OC)c(C)c(OC)c3)on2)c(C)c1 (stereo unspecified)
  8, -9
Cc1cccc(NC(=O)CN2C(=O)N/C(=C/c3cc(C)n(-c4cccnc4)c3C)C2=O)c1
  11, -6
COC(=O)c1c(N2C(=O)CC(Sc3ccccc3C(=O)O)C2=O)sc(C)c1C (stereo unspecified)
  3, -9
Cn1c(NNC(=O)c2cccc3ccccc23)cc(=O)n(C)c1=O
  6, 0
CC1=C(C(=O)OC2CCCCC2)C(c2ccco2)n2ncnc2N1 (stereo unspecified)
  -12, -5
Cc1cc(OCc2nc(-c3ccncc3)no2)cc(C)c1Cl
  -25, 0
O=C(CN1C(=O)c2ccccc2C1=O)NCc1ccc(F)cc1
  11, 1
CCCCNC(=O)Nc1cnn(CC)c1C(N)=O
  -2, -1
O=C(COc1ccc(-c2nnco2)cc1)NC1CCS(=O)(=O)C1 (stereo unspecified)
  10, -3
COc1ccc(C(=O)CCS(=O)(=O)c2ccc(C)cc2)cc1OC
  5, 4
CSc1nc(O)c(C(c2ccc(O)cc2)c2c(O)nc(SC)[nH]c2=O)c(=O)[nH]1
  -8, 0
CN(C)CCNC(=O)c1sc2cccc(F)c2c1Cl
  1, 5
COC(=O)C1CCCN1C(C(=O)NC1CCCCC1)c1ccc(Cl)cc1 (stereo unspecified)
  -2, -3
Cc1ccc(NC(=S)Nc2nc(CC(=O)Nc3ccccc3)cs2)cc1
  -20, 13
CC1CC2=C(NC(=S)NC2c2ccccc2F)/C(=C/c2ccccc2F)C1 (stereo unspecified)
  -8, 5
O=C1CCC(C(=O)Nc2cccc(S(=O)(=O)Nc3ccccc3F)c2)=NN1
  -1, 5
CCOc1ccc(OCC(=O)Nc2c3c(nn2C(C)(C)C)CS(=O)(=O)C3)cc1
  2, -4
CN(CC(=O)Nc1ccccc1Br)C(=O)CNC(=O)Cc1cccc2ccccc12
  -9, -3
Cc1ccc(Cl)cc1NC(=O)Nc1cccs1
  -22, 9
CCCC(=O)N1CCc2cc(-c3nc(N)sc3C)ccc21
  -6, 1
Cc1ccc(C(=O)NC2CCN(Cc3ccccc3)CC2)cc1S(=O)(=O)N1CCOCC1
  10, -5
O=C(CCc1ccccc1Cl)Nc1ccc(S(=O)(=O)Nc2nccs2)cc1
  -5, 4
Cc1c(Cl)cccc1NC(=S)N(C)CCC#N
  -5, 8
CC(=O)Nc1ccc2nc(NC(=O)COc3ccccc3C)sc2c1
  -16, 1
Cc1ccccc1OCc1nnc(SCC(=O)O)n1Cc1ccccc1
  -4, 4
Cn1c(=O)c2c(SCC(N)=O)nc(CC(C)(C)C)nc2n(C)c1=O
  13, -6
Nc1cc(=O)[nH]c(=S)n1-c1ccccc1
  -13, 10
COc1ccc(-n2c(=O)c3ccccc3n(CC(=O)Nc3cc(C)on3)c2=O)cc1OC
  -8, 10
CCOc1ccc(NC(=O)COC(=O)c2ccc3c(c2)OCO3)cc1
  3, 2
CC1CCc2c(sc3ncnc(SCC(=O)N(C)C4CCS(=O)(=O)C4)c23)C1 (stereo unspecified)
  -30, -9
COc1ccc(C(=O)N2CCN(S(=O)(=O)c3ccc4c(c3)OCCO4)CC2)cc1OC
  5, 0
COc1ccccc1C(=O)NC(=O)CSc1ccc(C)c(C)c1
  -12, 4
CCCCN(C(=O)c1ccc(N(C)S(=O)(=O)c2ccc(C)cc2)cc1)c1c(N)n(CCCC)c(=O)[nH]c1=O
  10, -12
O=C(c1ccc(F)cc1F)N1CCCN(c2nc(-c3ccccc3)ns2)CC1
  75*, -21*
CC(C)c1nc2sc3c(c2c(=O)n1N)CC(C)(C)OC3
  6, 3
Cc1cc(Cl)ccc1OCCCC(=O)NCc1ccccn1
  -7, -3
O=[N+]([O-])c1cc(S(=O)(=O)N2CCCC2)ccc1N/N=C/c1cccnc1
  2, 2
CCCN(CC1CC1)C(=O)CSc1nnc(-c2cc(-c3cccs3)nc3ccccc23)o1
  16, 4
O=C(Nn1c(-c2ccc(Br)cc2)nc2ccccc2c1=O)c1ccncc1
  1, -1
CCn1c(COc2ccccc2C)nc2ccccc21
  -15, 0
COc1ccc(C(=O)N2CCSCC2)cc1OC1CCN(C(C)=O)CC1
  0, -2
O=C(Nc1ccc(Cl)c(C(F)(F)F)c1)C1Cc2c(-c3ccc4c(c3)OCO4)ccnc2O1 (stereo unspecified)
  -42, 3
